Compound activity: PubChem, several laboratories
SARS 3CLpro inh = SARS-CoV 3CLpro protease inhibition; P0C6X7; recombinant SARS-CoV 3CLpro, quenched FRET peptide cleavage; inhibition, % at 6 µM; 0.14% of 290,000 active; AID 1706; in the data active = inhibition above about 12%
PrPC TRFRET = cell surface PrPC inhibition, primary TR-FRET screen; inhibition, % at 13.8 µM; 0.43% of 370,000 active; P04156; TR-FRET read-out; in the data active = inhibition above about 24%; also: 0% = median of the test wells and 100% = reference compound wells
TcdB inh = blocks C. difficile toxin B glycohydrolase activity; inhibition, % at 9.99 µM; P18177; TcdB glycohydrolase enzymatic assay, plate reader; 0.24% of 350,000 active; in the data active = inhibition above about 10%
Target sequence (P18177 whole entry, looked up): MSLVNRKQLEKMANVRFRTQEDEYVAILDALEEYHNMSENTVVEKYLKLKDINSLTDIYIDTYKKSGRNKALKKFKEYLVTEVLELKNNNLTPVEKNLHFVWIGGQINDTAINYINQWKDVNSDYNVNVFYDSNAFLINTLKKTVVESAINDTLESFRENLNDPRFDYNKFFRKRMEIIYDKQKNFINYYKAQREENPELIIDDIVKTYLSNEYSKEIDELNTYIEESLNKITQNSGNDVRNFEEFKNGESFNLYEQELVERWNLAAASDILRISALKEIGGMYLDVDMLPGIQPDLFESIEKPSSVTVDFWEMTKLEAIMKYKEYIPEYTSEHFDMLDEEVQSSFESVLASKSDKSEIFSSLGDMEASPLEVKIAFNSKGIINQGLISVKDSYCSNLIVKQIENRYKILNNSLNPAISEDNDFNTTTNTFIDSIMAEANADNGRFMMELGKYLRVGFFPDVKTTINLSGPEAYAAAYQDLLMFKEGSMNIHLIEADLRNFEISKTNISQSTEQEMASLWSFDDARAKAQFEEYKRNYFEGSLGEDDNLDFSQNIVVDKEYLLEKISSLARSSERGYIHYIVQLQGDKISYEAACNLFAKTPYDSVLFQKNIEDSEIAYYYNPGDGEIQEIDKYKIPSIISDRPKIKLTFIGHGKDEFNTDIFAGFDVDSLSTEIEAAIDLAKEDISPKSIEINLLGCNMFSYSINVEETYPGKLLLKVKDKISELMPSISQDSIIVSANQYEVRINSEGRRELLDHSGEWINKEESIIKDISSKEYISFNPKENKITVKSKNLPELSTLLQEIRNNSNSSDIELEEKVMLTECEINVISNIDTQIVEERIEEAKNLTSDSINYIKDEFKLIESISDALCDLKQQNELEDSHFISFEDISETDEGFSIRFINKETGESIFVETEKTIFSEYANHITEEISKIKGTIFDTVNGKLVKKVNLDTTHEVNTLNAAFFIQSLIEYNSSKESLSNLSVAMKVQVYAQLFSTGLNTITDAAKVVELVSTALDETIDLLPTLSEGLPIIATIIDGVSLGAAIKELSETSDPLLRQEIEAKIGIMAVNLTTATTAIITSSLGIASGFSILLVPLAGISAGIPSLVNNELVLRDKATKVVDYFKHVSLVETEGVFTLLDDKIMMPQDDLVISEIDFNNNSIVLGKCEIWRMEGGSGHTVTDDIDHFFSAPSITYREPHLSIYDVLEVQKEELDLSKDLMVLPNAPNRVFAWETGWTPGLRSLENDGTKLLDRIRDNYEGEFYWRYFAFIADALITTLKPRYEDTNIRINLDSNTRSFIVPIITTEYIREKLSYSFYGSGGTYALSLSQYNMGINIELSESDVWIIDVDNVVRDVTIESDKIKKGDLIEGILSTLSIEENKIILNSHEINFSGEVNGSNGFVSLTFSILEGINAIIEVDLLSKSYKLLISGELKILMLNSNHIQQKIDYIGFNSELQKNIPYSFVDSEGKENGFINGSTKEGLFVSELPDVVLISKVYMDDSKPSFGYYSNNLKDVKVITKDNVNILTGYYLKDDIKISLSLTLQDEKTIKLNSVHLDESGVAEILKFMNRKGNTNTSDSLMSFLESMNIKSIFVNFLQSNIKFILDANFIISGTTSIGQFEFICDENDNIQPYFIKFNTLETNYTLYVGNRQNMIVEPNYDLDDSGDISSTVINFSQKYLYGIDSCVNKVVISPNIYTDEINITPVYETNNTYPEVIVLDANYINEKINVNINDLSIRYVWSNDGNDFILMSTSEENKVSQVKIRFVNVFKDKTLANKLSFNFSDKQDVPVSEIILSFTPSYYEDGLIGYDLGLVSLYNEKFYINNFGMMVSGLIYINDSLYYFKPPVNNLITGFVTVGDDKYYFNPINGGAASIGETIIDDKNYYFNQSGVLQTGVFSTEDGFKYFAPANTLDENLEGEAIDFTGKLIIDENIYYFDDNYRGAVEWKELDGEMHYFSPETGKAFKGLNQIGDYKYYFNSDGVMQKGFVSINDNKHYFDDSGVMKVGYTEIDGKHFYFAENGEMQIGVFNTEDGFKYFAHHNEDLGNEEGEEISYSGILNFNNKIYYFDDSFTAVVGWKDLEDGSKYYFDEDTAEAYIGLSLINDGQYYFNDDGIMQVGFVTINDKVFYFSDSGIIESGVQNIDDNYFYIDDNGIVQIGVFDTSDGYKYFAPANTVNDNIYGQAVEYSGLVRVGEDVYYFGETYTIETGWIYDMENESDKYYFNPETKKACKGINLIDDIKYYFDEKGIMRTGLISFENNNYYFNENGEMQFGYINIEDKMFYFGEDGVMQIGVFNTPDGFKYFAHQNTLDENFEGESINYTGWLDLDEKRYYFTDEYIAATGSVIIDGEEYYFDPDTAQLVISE
Yp Topo-I inh = blocks Yersinia pestis topoisomerase I activity; AID 504884; activity, % at 10 µM; 0.064% of 360,000 active; Y. pestis Topo-I cleavage product accumulation, plate reader; in the data active = activity above about 50%, passing the limit was not always enough; inconclusive = no clear call, values can overlap the other calls; also: inactives centre near 2
PfHsp40 yeast = rescue of PfHsp40-mediated yeast toxicity. S. cerevisiae expressing PfHsp40, growth rescue, ATP luminescence. growth rescue, % at 12.5 µM. 0.68% of 340,000 active. AID 504582; in the data active = growth rescue above about 28%, passing the limit was not always enough; inconclusive = no clear call, values can overlap the other calls;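 also: yeast W303a lacking pdr1 and pdr3 grown in galactose medium; growth measured after three days at 30 °C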
BH1578 lux ind = inducers of Vibrio cholerae quorum light production without autoinducers | V. cholerae BH1578 lux reporter, luminescence, 6 h | activation, % at 18.7 µM | 0.16% of 350,000 active; in the data active = activation mostly above about 9.7%, no sharp cut-off; inconclusive = no clear call, values can overlap the other calls; inactive = mostly below about 3.7%; also: not every result past the cut was called active; inactives centre near 0; reference of the scale not given here
Anthrax LF inh2 = inhibitors of Bacillus anthracis lethal factor protease; multiplex microsphere protease cleavage assay, LF; inhibition, % at 10 µM; 0.12% of 360,000 active; AID 588501; also: plate controls were buffer without enzyme for full effect and enzyme alone for no effect
PriA SSB inh = blocks PriA binding to SSB C-terminal tail | AlphaScreen SSBct-PriA binding, biotinylated peptide | inhibition, % at 33 µM | 0.6% of 430,000 active | AID 1272365; in the data active = inhibition mostly above about 37%, no sharp cut-off; inactive = mostly below about 20%;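 also: plate controls were negative control peptide for no effect and reference peptide for full effect; strong numbers were not always called active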
BoNT-A LC inh2 = inhibitors of Botulinum neurotoxin A light chain protease; multiplex microsphere protease substrate cleavage, flow cytometry; inhibition, % at 10 µM; 0.17% of 360,000 active; AID 588499; also: plate controls were buffer without enzyme for full effect and enzyme alone for no effect
* marks the source's active call; other numbers are inactive results; i = inactive; ? = inconclusive; . = no result given. Rule as the data show it, unless noted: active = inhibition above about 30%; inconclusive = no clear call, values can overlap the other calls; inactive = below that. Only part of the results is shown. The share of hits here may be higher or lower than overall.

SMILES	SARS 3CLpro inh	PrPC TRFRET	TcdB inh	Yp Topo-I inh	PfHsp40 yeast	BH1578 lux ind	Anthrax LF inh2	PriA SSB inh	BoNT-A LC inh2
COc1ccccc1CN1CCN(S(=O)(=O)c2ccc(C)cc2)CC1	.	5	-0.1	5	0.3	-0.3	1	-8	-0.5
COc1ccc(CCNC(=O)CCCc2nnc3n(C)c(=O)c4sccc4n23)cc1OC	-5	5	1.5	-3	0.6	-0.5	-2	1	-1.5
COc1ccc(C(C)=O)cc1COc1ccc(-n2cnnn2)cc1	7	-4	.	-7	1.9	0.5	2	-10	0.1
COc1ccc(C(=O)N[C@H](C(=O)Nc2cccc(S(=O)(=O)N3CCOCC3)c2)C(C)C)cc1	.	9	0.8	8	.	i	-6	.	-0.3
CCN1CCCC1CNC(=O)c1ccc(N2CCOCC2)c(NS(=O)(=O)c2ccc(OC)cc2)c1 (stereo unspecified)	4	-3	1.1	-9	-0.3	-0.1	-1	-3	0.2
CCCOc1ccc(C(=O)NC(=S)N2C[C@H]3C[C@H](C2)c2cccc(=O)n2C3)cc1	3	-3	-0.4	1	-0.7	-0.4	-4	.	-0.7
O=C(NCCC1=CCCCC1)c1cc(COc2c(F)cccc2F)on1	3	0	0.2	37	-0.3	i	1	-4	-2.1
Clc1ccc2nnc(Cl)n2n1	5	5	-0.1	-1	1.1	i	-9	10	-0.3
COc1ccc(F)cc1S(=O)(=O)Nc1ccc(C)cc1	-7	11	.	3	0.6	3.6	-5	-13	0.4
CC(C)C[C@@H](CN1CCCC1CN1C(=S)NC[C@@H]1Cc1ccccc1)N1C[C@H](Cc2ccccc2)N(CC2CCCCCC2)C1=S (stereo partly specified)	.	8	0.1	.	.	.	6	.	-0.9
N#Cc1ccccc1OCC(=O)OCC(=O)c1ccc[nH]1	.	4	0.2	6	1.3	i	-2	1	-0.5
O=C(Cc1cccs1)Nc1cc(S(=O)(=O)N2CCCCC2)ccc1Cl	.	6	-0.3	5	-0.5	-1.3	-5	-13	0.4
COc1ccc(NS(=O)(=O)c2ccc(-c3cnc(C4CC4)o3)cc2)cc1OC	-5	32*	0.2	3	0.3	0.0	-4	3	0.7
COc1ccc2c(c1)C(=O)N1[C@H]3c4cc(C)ccc4OC[C@@H]3[C@H](c3ccccc3)[C@]1(C)C(=O)N2	.	34*	0.9	16	2.7	1.1	-9	6	-0.4
Cc1cc(C(=O)NCc2ccc(Cl)cc2)n(-c2ccccc2)n1	-1	-5	1.2	-4	-1.6	i	-3	-2	0.1
Cc1ccc(-c2nnn(CC(=O)N(Cc3cccs3)C(C(=O)NC3CCCCC3)c3ccco3)n2)o1 (stereo unspecified)	-8	-4	.	-1	0.5	-0.3	-2	-13	0.2
CC1CCCCN1C(=O)C1CCN(S(=O)(=O)c2ccc(-n3cnnn3)cc2)CC1 (stereo unspecified)	-6	7	0.4	3	0.3	-0.9	2	1	0.0
CCOC(=O)C1(C(F)(F)F)N=C(c2cccnc2)OC(N2CCOCC2)=N1 (stereo unspecified)	-3	-4	.	-7	0.9	i	-5	-2	-0.8
COc1ccc(C2/C=C\CN(S(=O)(=O)c3ccc(-c4ccccc4)cc3)CC(=O)N2Cc2ccc(F)cc2)cc1 (stereo unspecified)	.	-13	0.8	15	-1.0	-1.0	-3	6	1.0
C=CCOn1c(=O)c(-c2ccc(Cl)cc2)[n+]([O-])c2ccccc21	3	2	-10	0	-0.6	i	7	-1	0.1
COn1c(C)c(C)c2c3nonc3ccc21	-1	-9	0.5	0	-0.7	-0.8	8	-19	1.4
COc1ccc(N2CCN(C(=O)c3sc4nc(-c5ccc(F)cc5)cn4c3C)CC2)cc1	0	6	1.1	-4	-1.9	i	-8	-1	-1.1
CCc1ccc(CNC(=O)CCCC(=O)n2nc(C)c3ccccc32)cc1	5	3	1.6	6	0.2	-0.3	-1	-3	0.7
COC(=O)CN(Cc1ccccc1)S(=O)(=O)c1ccc(OC)c(OC)c1	1	-4	0.9	2	0.1	-0.6	-1	-13	0.2
CC(C)(C)OC(=O)NN1CC(=O)N2Cc3ccccc3C[C@@H]2C1=O	0	-1	0.6	2	0.9	i	3	-2	1.6

Profiles as entered above. Order of screens: SARS 3CLpro inh | PrPC TRFRET | TcdB inh | Yp Topo-I inh | PfHsp40 yeast | BH1578 lux ind | Anthrax LF inh2 | PriA SSB inh | BoNT-A LC inh2
CC(C)C[C@@H](CN1CCCC1CN1C(=S)NC[C@@H]1Cc1ccccc1)N1C[C@H](Cc2ccccc2)N(CC2CCCCCC2)C1=S (stereo partly specified) is listed as . | 8 | 0.1 | . | . | . | 6 | . | -0.9
Clc1ccc2nnc(Cl)n2n1 is listed as 5 | 5 | -0.1 | -1 | 1.1 | i | -9 | 10 | -0.3
CCOC(=O)C1(C(F)(F)F)N=C(c2cccnc2)OC(N2CCOCC2)=N1 (stereo unspecified) is listed as -3 | -4 | . | -7 | 0.9 | i | -5 | -2 | -0.8

Next records:
SMILES	SARS 3CLpro inh	PrPC TRFRET	TcdB inh	Yp Topo-I inh	PfHsp40 yeast	BH1578 lux ind	Anthrax LF inh2	PriA SSB inh	BoNT-A LC inh2
O=C(/C=C/c1ccco1)Nc1ccc(C(=O)N2CCOCC2)cc1	2	-8	.	2	0.3	-1.6	0	0	1.1
COc1ccccc1C(=O)NCCOc1ccc(C(C)(C)C)cc1	4	4	-0.8	11	1.1	0.9	0	-35	?
Cc1ccc(CCNc2ccc3ccccc3c2)cn1	0	3	.	13	0.8	-0.3	-2	19	0.2
COc1cc(NC(=O)CCN2C(=O)NC3(CCCC3)C2=O)c(OC)cc1Cl	.	-4	-1.7	5	-0.3	-2.1	-7	-13	-4.0
CCCC(=O)C1C(=O)CC(CC(C)SCC)CC1=O (stereo unspecified)	3	-1	0.6	2	-0.2	-1.4	0	-20	-0.1
Cc1cccc(C(=O)c2ccccc2C(=O)O)c1O	1	6	.	4	-1.3	i	-1	-7	0.3
CC(C)NC(=O)CCn1nc(-c2ccc(Cl)cc2)c2ccccc2c1=O	-3	7	0.7	3	-0.7	i	2	-4	-0.6
Cc1ccc(OCC(=O)NNC(=O)Cn2c(=O)cnc3ccccc32)cc1	.	-3	0.7	3	-0.8	i	-3	-8	3.4
Cc1cc(C)cc(-n2nnc3ccccc3c2=O)c1	.	-15	1.8	8	.	i	4	.	0.0
COc1ccc(C=O)cc1CN1C(=O)c2ccccc2C1=O	-8	7	1.4	-6	-2.6	i	-6	4	-3.4
COc1ccc(OC)c(N=C(N)N=C(N)N)c1	-3	0	.	2	-1.8	-0.3	-2	-9	0.8
Cc1ccc(Nc2nc(N)c([N+](=O)[O-])c(N3CCC(C)CC3)n2)cc1C	-1	-1	.	27	-0.9	-0.4	-5	19	-0.5
O=C(COC(=O)c1cc([N+](=O)[O-])ccc1N1CCOCC1)NC1CCS(=O)(=O)C1 (stereo unspecified)	.	-24	0.9	5	-0.9	i	0	-3	6.5
CCc1ccc(-c2csc3ncn(CC)c(=O)c23)cc1	3	5	-0.7	-5	1.2	i	0	-15	-0.6
CC(C)N1CCc2c(sc(NC(=O)Cc3ccccc3)c2C#N)C1	-7	-2	0.2	3	0.3	-0.4	-8	3	-0.7
C/C(CC(=O)Nc1cccnc1)=N\NC(=O)C(=O)NC(C)C	6	0	0.3	6	-0.6	-1.2	4	.	1.4
CN(C)CCCNC(=O)C[C@H]1C[C@H](C(=O)N2CCCCC2)[C@@]2(C)c3[nH]c4cc(-c5ccco5)ccc4c3CCN2C1=O	.	-6	3.2	-24	-0.3	-0.7	-4	10	-0.7
Cc1ccnc(NC(=O)C2CCN(S(=O)(=O)c3ccc4ccccc4c3)CC2)c1	.	-5	0.9	10	1.6	i	-3	-7	-5.3
Cc1ccccc1N(C(=O)c1ccccn1)C(C(=O)NCc1ccccc1)c1ccncc1 (stereo unspecified)	2	7	5.8	0	0.6	-1.3	14	-5	-3.9
CCCCn1cnc2c(SCc3ccc(Br)cc3)nc(N)nc21	.	15	0.5	29	4.7	i	-3	-9	0.3
Cc1ccccc1OCc1nc(-c2ccc(NC(=O)c3ccc4c(c3)OCO4)cc2)no1	5	1	.	-2	-0.2	0.7	-3	-29	0.5
COc1cc(OC)c(NC(=O)CN(C)S(=O)(=O)c2ccc(-c3ccc(=O)[nH]n3)s2)cc1Cl	2	-17	1.3	4	1.3	-0.3	-1	-3	0.9
COc1ccc(CNC(=O)CCS(=O)(=O)Cc2cccc(Cl)c2)c(OC)c1	-2	2	0.3	1	0.2	0.8	-4	-2	1.0
Cc1ccc(C)c(NC(=O)C(OC(=O)c2ccc(NC(=O)CC#N)cc2)c2ccccc2)c1 (stereo unspecified)	.	-2	1.8	-6	2.3	-2.9	0	-5	-0.2
CC1CCCCN1CC(=O)NCc1ccc2c(c1)OCO2 (stereo unspecified)	3	0	.	-10	-0.6	i	1	-6	-0.4
(listing goes on)
SMILES	SARS 3CLpro inh	PrPC TRFRET	TcdB inh	Yp Topo-I inh	PfHsp40 yeast	BH1578 lux ind	Anthrax LF inh2	PriA SSB inh	BoNT-A LC inh2
Cn1c(-c2ccc3c(c2)OCO3)cnc1NCc1cccc(Cl)c1	-3	.	.	-5	-0.9	-0.2	0	21	0.6
CC(=O)Nc1cc(-c2ccc(C(=O)N3CCOCC3)cc2)cn2c(-c3ccc(F)c(Cl)c3)cnc12	.	-9	1.2	39	.	-0.4	-3	.	0.4
COc1ccc(/C=C(/NC(=O)/C=C/c2ccccc2)C(=O)N2CCOCC2)cc1	3	-9	.	11	6.8	-0.1	-1	3	-0.2
CCC(=O)OCCNc1cc(Sc2nc3ccccc3s2)c2nonc2c1[N+](=O)[O-]	2	1	.	-1	-0.4	-0.2	17	-3	?
O=[n+]1cc(-c2ccc(Cl)cc2)n([O-])c2c1CCC2	8	-10	-0.4	-3	0.3	-0.4	-11	-12	-3.3
CSc1ccc(S(=O)(=O)NCC(=O)OCC(=O)N2CCCCC2C)cc1[N+](=O)[O-] (stereo unspecified)	.	-24	-1.0	1	0.2	-14	-3	8	-1.9
O=C1CC(c2ccccc2)n2ncnc2N1 (stereo unspecified)	-9	-1	.	6	0.2	i	-1	-12	?
O=[N+]([O-])c1ccccc1-c1ccc(C(=S)N2CCCC2)o1	-25	-12	-5.9	0	0.5	-0.2	9	7	4.4
Cc1ccc(NC(=O)c2cc([N+](=O)[O-])ccc2N2CCOCC2)cc1S(=O)(=O)N1CCOCC1	3	-23	3.5	18	-0.8	-0.1	-1	9	-1.3
CCCNC(=O)Nc1cc(OCC)c(N2CCOCC2)cc1OCC	0	-6	.	-2	-0.1	-3.8	1	-7	-0.5
CCC(C)NC(=O)C(CCSC)NC(=O)c1ccccc1 (stereo unspecified)	4	-4	.	-3	0.6	i	-6	.	0.4
COc1ccc(/C=N/NC(=O)c2nonc2N)cc1OC	-4	2	-0.5	-1	0.4	i	-12	i	-1.1
Cc1ccc(S(=O)(=O)NCCc2cn3nc(C)c(C)nc3n2)cc1C	-1	-6	1.1	-9	0.4	-2.5	2	-9	0.0
CC(C)C(=O)N1CCN(c2cc(N3CCN(C)CC3)c(F)cc2[N+](=O)[O-])CC1	-1	-23	2.0	0	-0.6	i	0	-14	-0.6
CCOc1ccccc1C(=O)NC(C(=O)N(C)c1c(N)n(Cc2ccccc2)c(=O)[nH]c1=O)C(C)C (stereo unspecified)	.	-2	-1.5	3	-0.5	-1.6	2	-3	0.1
Cc1sc2nc(CN(C(=O)NCc3ccccc3)C3CCCC3)[nH]c(=O)c2c1C	5	13	0.9	4	0.2	0.3	-5	-5	1.0
O=[N+]([O-])c1ccc2c(c1Nc1ccccc1Cl)=NC1(CCCCC1)N=2	-3	-5	0.9	-10	.	0.0	4	-3	-0.1
CC(=O)N(Cc1cccs1)Cc1cc2ccc(C)c(C)c2nc1Cl	0	-11	0.0	-8	-0.6	i	-5	-3	-0.1
CC1=C(C(=O)N2CCCCCC2)CC(CC(=O)NC2CCCC2)C(=O)N1CCC1=CCCCC1 (stereo unspecified)	.	-4	1.9	.	.	.	-8	.	-0.2
CCn1c(CNC(=O)c2ccccc2Br)nnc1SCC(=O)NC1=NCCS1	4	-7	1.0	8	-1.0	-3.1	-5	3	1.3
CCn1c(SCC(=O)NCc2ccc3c(c2)OCO3)nc2c(c1=O)SCC2	-8	1	3.8	-4	-0.4	i	0	5	-1.9
